Source: PubChem (National Center for Advancing Translational Sciences (NCATS))
ALDH1A1 block – ALDH1A1 (human) enzyme inhibition; Purified ALDH1A1, NADH fluorescence, propionaldehyde substrate; AID 1030; P00352; actives 7.3% (n = 220,000); Potency, µM (top dose mostly 75.3 µM), for the others: at the highest dose activity, negative = inhibition, hits mostly inhibitors; active = well fitted inhibition curve with a large enough effect, not every such curve was filed as active; inconclusive = small, poorly fitted or top-dose-only effect, or another doubt; inactive = no such curve, though single readings can be large or run the other way;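 note: plate controls were no enzyme wells and a reference inhibitor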
Target sequence (P00352 whole entry, looked up): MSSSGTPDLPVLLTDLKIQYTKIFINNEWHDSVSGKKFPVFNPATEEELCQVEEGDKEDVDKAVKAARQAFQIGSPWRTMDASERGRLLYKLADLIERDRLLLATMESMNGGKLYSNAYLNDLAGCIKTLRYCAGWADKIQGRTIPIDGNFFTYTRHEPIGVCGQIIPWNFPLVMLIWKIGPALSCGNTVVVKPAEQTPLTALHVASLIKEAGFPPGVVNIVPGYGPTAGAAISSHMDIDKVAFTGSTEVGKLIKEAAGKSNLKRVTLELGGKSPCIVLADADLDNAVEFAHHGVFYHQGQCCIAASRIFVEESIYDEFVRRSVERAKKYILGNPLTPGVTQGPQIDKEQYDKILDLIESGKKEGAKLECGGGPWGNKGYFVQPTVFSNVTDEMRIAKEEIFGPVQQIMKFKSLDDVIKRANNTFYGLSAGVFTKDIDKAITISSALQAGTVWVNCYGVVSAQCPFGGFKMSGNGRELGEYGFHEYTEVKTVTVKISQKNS
HTT ATP protect – Huntington cell model cytoprotection by ATP luminescence. actives 0.14% (n = 230,000). PC12 HTT-Q103 induced, cytoprotection, ATP luminescence, 40 h. Potency, µM (doses to about 56.4 µM), inactives show cytoprotection (ATP increase), actives largely listed as activators;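 note: % of control where 0% means no effect; nearly all actives have a fitted effect of over 45% in size; toxic huntingtin expression switched on by the ecdysone agonist tebufenozide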
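Readout: ATPlite luminescence (ATP level). Model: stable PC12, inducible Htt exon1 Q103-GFP. Inducer: tebufenozide, 100 nM final. Compounds: dose series. No G418 in medium.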
HTT aggregate – inhibitors of mutant huntingtin aggregate formation in PC12 cells. actives 1.1% (n = 220,000). AID 1688. PC12 HttQ103-GFP aggregates, Acumen cytometry, 40 h. Potency, µM (top dose mostly 46.1 µM), for inactives: top-dose activity change, negative = inhibition, usual class: inhibitors; note: % is set by controls: 0 for no effect and ±100 for the full control effect; nearly all actives have a fitted effect of over 60% in size
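Quantitative HTS on tebufenozide-induced (100 nM) PC12 cells stably expressing polyQ103 Huntingtin exon 1–GFP. Reduction of bright GFP aggregates, detected by laser scanning cytometry after lysis, identified actives across the titration.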
SMN2 splice up – increases expression of the SMN2 splice variant; Potency, µM (highest dose often 46.1 µM), inactives show at the top dose activity change, positive = activation, actives largely listed as activators; actives 2.8% (n = 210,000); HEK293 SMN2-luciferase splicing reporter, luminescence, 30-36 h; note: % of control where 0% means no effect; nearly all actives have a fitted effect of over 55% in size
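qHTS luciferase splicing reporter: luminescence rises when SMN2 exon 7 is included in transfected HEK293 cells. Compound exposure lasted 30-36 h at 37C, with 4.5 mM final sodium butyrate as control, followed by a ONE-Glo read.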
Tau FP inhib – blocks human tau fibril formation measured by polarization. P10636. K18 P301L tau heparin fibrillization, Alexa594 FP, 6 h. Potency, µM (highest dose often 57.7 µM), without a hit: top-dose activity, negative = inhibition, hits mostly inhibitors. actives 0.39% (n = 280,000). AID 1468; note: % is set by controls: 0 for no effect and ±100 for the full control effect; nearly all actives have a fitted effect of over 55% in size
Target sequence (P10636 561-689 P618L limits assumed): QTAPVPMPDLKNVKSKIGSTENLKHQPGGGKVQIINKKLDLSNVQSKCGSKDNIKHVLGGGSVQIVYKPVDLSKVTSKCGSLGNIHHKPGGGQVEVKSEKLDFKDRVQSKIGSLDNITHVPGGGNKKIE
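Recombinant K18 P301L […], labeled with Alexa 594 at 0.24 uM over 15 uM unlabeled; heparin inducer 20 uM final; 37 C, 6 hr; FP endpoint.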
KDM4E inh – inhibitors of human JMJD2E histone demethylase; B2RXH2; JMJD2E catalytic domain, FDH-coupled NADH fluorescence (FDH is formaldehyde dehydrogenase); Potency, µM (top dose mostly 57.1 µM), for inactives: top-dose activity change, negative = inhibition, usual class: inhibitors; actives 1.6% (n = 230,000); AID 2147; active = well fitted inhibition curve with a large enough effect, not every such curve was filed as active; inconclusive = small, poorly fitted or top-dose-only effect, or another doubt; inactive = no such curve, though single readings can be large or run the other way;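 note: 0% = wells with enzyme and -100% = buffer wells without enzyme; nearly all actives have a fitted effect of over 50% in size; many of its hits are not listed in these tables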
Target sequence (B2RXH2 1-337 limits assumed): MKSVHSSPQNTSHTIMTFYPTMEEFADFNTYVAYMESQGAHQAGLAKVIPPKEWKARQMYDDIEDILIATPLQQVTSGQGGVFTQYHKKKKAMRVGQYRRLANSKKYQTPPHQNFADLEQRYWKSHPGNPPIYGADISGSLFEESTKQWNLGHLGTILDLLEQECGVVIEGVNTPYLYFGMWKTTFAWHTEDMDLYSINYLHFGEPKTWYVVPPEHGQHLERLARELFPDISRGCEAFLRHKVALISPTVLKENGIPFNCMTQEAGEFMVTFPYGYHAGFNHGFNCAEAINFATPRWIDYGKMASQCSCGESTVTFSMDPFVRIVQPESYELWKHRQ
Tau fluor counter – counter-screen for tau fibril formation inhibitors; tau K18 P301L Alexa594 fluorescence, heparin fibrillization; Potency, µM (series often up to 57.7 µM), for inactives: top-dose activity change, negative = decrease; actives 0.93% (n = 280,000); note: % is set by controls: 0 for no effect and ±100 for the full control effect; nearly all actives have a fitted effect of over 55% in size
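Human tau K18 P301L (15 uM unlabeled, 0.24 uM Alexa 594-labeled) in 100 mM sodium acetate pH 7 with 20 uM heparin, 6 hr at 37 C. ThT 30 uM added, 1 hr ambient; Alexa 594 FP and total fluorescence read at 555/632 nm.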
Tau ThT inhib – inhibitors of human tau fibril formation, thioflavin T binding; actives 2.1% (n = 270,000); P10636; recombinant tau K18 P301L (four-repeat tau fragment), heparin-induced fibrillization, ThT fluorescence; AID 1460; Potency, µM (doses to about 57.4 µM), for the others: at the highest dose activity, negative = inhibition, usual class: inhibitors; note: % is set by controls: 0 for no effect and ±100 for the full control effect; nearly all actives have a fitted effect of over 55% in size
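In this qHTS, human K18 P301L tau is incubated with compound and heparin for 6 hr at 37 C, and Thioflavin T fluorescence then reports fibril load.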
An asterisk follows results filed as active; ? = inconclusive; nt = no result given; [ ] = another dose, or the depositor's remark. Unless noted, calls come from the whole dose curve; as a rule, active = well fitted curve in the direction sought with a large enough effect; inconclusive = small, poorly fitted or top-dose-only effect, or another doubt; inactive = no such curve, though single readings can be large; an effect the other way counts as inactive or inconclusive. Potency is the fitted concentration of half-maximal effect. An excerpt, so the mix of outcomes need not match the whole.

SMILES	ALDH1A1 block	HTT ATP protect	HTT aggregate	SMN2 splice up	Tau FP inhib	KDM4E inh	Tau fluor counter	Tau ThT inhib
CCCc1cc(=O)[nH]c(SCc2nc3ccc([N+](=O)[O-])cc3[nH]2)n1	-15%	7%[10 µM]	-9%	-5%	8%	14%	-22%	?
Cc1ccsc1/C=N/n1cnnc1	nt	7%[10 µM]	-6%[9.22 µM]	nt	1%	3%	-7%	-1%
Clc1cccc2c1CN(C1=NCCN1)C2	4%	0%	nt	nt	1%	-13%	-4%	0%
Cc1ccc2[nH]c3c(c2c1)CN(C(=O)CN1CCCc2ccccc21)CC3	2.8µM*	-2%	-13%	4%	-8%	?	-11%	?
COC(=O)CN(C(=S)Nc1ccccc1)C1CC(=O)N(c2ccc(OC)cc2)C1=O (stereo unspecified)	-11%	-10%	-9%	-7%	-1%	6%	-5%	-2%
Clc1ccc(OCCn2c(-c3ccco3)nc3ccccc32)cc1	?	-40%[inhibitor]	?	-27%	-9%	?	-27%	?
CN(c1ccccc1)S(=O)(=O)c1cccc(C(=O)NCCc2ccc(O)c(O)c2)c1	28µM*	15%	?	5%	-7%	14µM*	?	?
COc1cc(NC(=O)CCCOc2ccc(Cl)cc2Cl)c(C(=O)O)cc1OC	nt	3%[10 µM]	-13%[9.22 µM]	nt	6%	-8%	-9%	?
Cc1cc(N2CCOCC2)nc2ccc(NC(=S)N3CCN(Cc4ccccc4)CC3)cc12	-1%	-62%[inhibitor]	-8%	-13%	?	?	?	?
CC(=O)NN=C1CCC(c2ccccc2)CC1 (stereo unspecified)	11%	15%[10 µM]	-14%	5%	-7%	2%	-1%	-1%
CC1=NN(c2ccccc2)C(=O)/C1=C/c1ccc[nH]1	-3%	13%[10 µM]	-25%	10µM*	-2%	1%	-20%	13µM*
CCSc1ccccc1C(=O)N=C1NC(=O)CC2C(=O)NCCN12 (stereo unspecified)	-6%	-15%	4%	-12%	?	4%	-5%	-6%
COC(=O)Nc1ccc(S(=O)(=O)N2CCC(C(=O)N3CCCC(C)C3)CC2)cc1 (stereo unspecified)	?	-2%	9%[9.22 µM]	-35%[inhibitor]	2%	-3%	5%	4%
C/C=C\C=C/C(=O)Nc1cccc(C2=NOC3(C2)C[C@H](C(N)=O)N(C(=O)c2ccc(OC)cc2)C3)c1 (stereo partly specified)	nt	9%[10 µM]	-7%[9.22 µM]	nt	0%	-16%	19%	0%
C[C@H]1COC(=O)[C@H]2CCCN2C(=O)[C@@H](C)COC(=O)[C@H]2CCCN2C1=O	-8%[13.5 µM]	-70%[inhibitor][10 µM]	nt	nt	6%[11.6 µM]	nt	3%[11.6 µM]	-3%[11.5 µM]
CCN1CCN(c2nc3c(c(=O)n(C)c(=O)n3C)n2Cc2cccc3ccccc23)CC1	-15%	21%[10 µM]	26%	14%	4%	-1%	-1%	-12%
O=C1c2ccccc2C(=O)N1c1ccc(S(=O)(=O)N2CCN(c3ccccc3)CC2)cc1	5%	-7%	9%	-2%	-7%	9%	-15%	-6%
c1ccc(COc2ccc(-c3csnn3)cc2)cc1	10%	-18%	2%	?	2%	2%	-2%	-32%
COC(=O)c1scc(C)c1NC(=O)CC1NCCNC1=O (stereo unspecified)	nt	-14%[10 µM]	?	nt	-2%[0.0958 µM]	?	3%[0.0958 µM]	nt
O=C1C=C(c2ccccc2)CCC1	13%	8%	nt	15%	14%	6%	2%	1%
CCOc1ccc(NC(=O)c2sc3nc4c(cc3c2N)CCCCCC4)cc1	nt	nt	nt	7%	6%	nt	-21%	?
Cc1ccc2cc(CCNC(=O)CC(C)C)c(=O)[nH]c2c1	-5%	4%[10 µM]	11%	10%	1%	?	-1%	-7%
N#Cc1ccc(OCC(=O)NCC2(N3CCCCC3)CCCCC2)cc1	7%	-34%[inhibitor]	11%	-2%	6%	2%	6%	2%
CCN[C@@H]1CN(CCCOC)S(=O)(=O)c2sc(S(N)(=O)=O)cc21	-8%[20.9 µM]	8%[17.1 µM]	-11%[20.6 µM]	-5%[20.6 µM]	nt	-1%[25.5 µM]	nt	nt
O=Cc1cc2ccccc2nc1SCc1ccc(Cl)c(Cl)c1	-6%	-5%	-31%	-22%	-9%	6%	-1%	-5%

Arranged by length of the SMILES (high to low): some entries from above.
SMILES	ALDH1A1 block	HTT ATP protect	HTT aggregate	SMN2 splice up	Tau FP inhib	KDM4E inh	Tau fluor counter	Tau ThT inhib
C/C=C\C=C/C(=O)Nc1cccc(C2=NOC3(C2)C[C@H](C(N)=O)N(C(=O)c2ccc(OC)cc2)C3)c1 (stereo partly specified)	nt	9%[10 µM]	-7%[9.22 µM]	nt	0%	-16%	19%	0%
CCN1CCN(c2nc3c(c(=O)n(C)c(=O)n3C)n2Cc2cccc3ccccc23)CC1	-15%	21%[10 µM]	26%	14%	4%	-1%	-1%	-12%
COC(=O)Nc1ccc(S(=O)(=O)N2CCC(C(=O)N3CCCC(C)C3)CC2)cc1 (stereo unspecified)	?	-2%	9%[9.22 µM]	-35%[inhibitor]	2%	-3%	5%	4%
CCOc1ccc(NC(=O)c2sc3nc4c(cc3c2N)CCCCCC4)cc1	nt	nt	nt	7%	6%	nt	-21%	?

(cont.)
SMILES	ALDH1A1 block	HTT ATP protect	HTT aggregate	SMN2 splice up	Tau FP inhib	KDM4E inh	Tau fluor counter	Tau ThT inhib
CC(C)(/C=N/O)/[N+]([O-])=C/c1ccccc1C(F)(F)F	?	-4%	12%	-11%	-5%	2%	-8%	-11%
CN(C)c1ccc(/C=N/NC(=O)CN2CCN(c3ccc(F)cc3)CC2)cc1	?	nt	-4%	-3%	10%	-14%	15%	19%
CCOc1cccc(NC(=O)C2CCCN(S(=O)(=O)c3ccc(-n4cnnn4)cc3)C2)c1 (stereo unspecified)	5%	-18%	3%	-24%	-10%	11%	-3%	7%
COc1cc(C(=O)Nc2cc(-c3nc4cc(C)ccc4o3)ccc2C)cc(OC)c1OC	-3%	-72%[inhibitor]	?	?	5%	-78%	-15%	-13%
O=S(=O)(NCC1CCCO1)c1ccc2oc3ccc(S(=O)(=O)NCC4CCCO4)cc3c2c1 (stereo unspecified)	-1%	-1%	-8%	10%	5%	11%	-6%	5%
COc1ccc(NC(=O)COC(=O)C2CC3C=CC2C3)cc1 (stereo unspecified)	-10%	-2%	22%	-1%	8%	5%	-5%	0%
CC(=O)Nc1ccc(C(=O)OCC(=O)N(C)C2CCCCC2)cc1	8%	1%	4%	13%	4%	4%	3%	5%
O=C(C1CCC(C(=O)N2CCc3ccccc32)CC1)N1CCc2ccccc21 (stereo unspecified)	4%	1%[10 µM]	-6%	-10%	3%	5%	4%	2%
NCc1ccc2[nH]c(=O)[nH]c2c1	-3%	18%[10 µM]	16%[9.22 µM]	20%	0%	12%	-2%	-2%
CSCCC(NC(=O)COc1cccc2ccccc12)C(=O)O (stereo unspecified)	nt	-17%[10 µM]	-24%[9.22 µM]	nt	6%	-27%	6%	-4%
CC1CCN(c2nc(-c3cccnc3)nc3scc(-c4ccccc4)c23)CC1	3%	-7%[10 µM]	-17%	-20%	3%	?	-5%	-7%
Cc1cccn2c(=O)c(/C=C(\C#N)C(N)=O)c(Oc3ccccc3)nc12	nt	8%[10 µM]	18%[9.22 µM]	nt	1%	?	6%	-7%
O=C(NCc1ccco1)c1cccc(S(=O)(=O)N2CCCCC2)c1	?	15%[10 µM]	-3%	4%	11%	14%	11%	-3%
CCC/C=C(\CCC)C(NS(=O)(=O)c1ccc(Cl)cc1)c1ccccc1 (stereo unspecified)	-3%	13%	nt	-15%	11%	0%	-15%	-9%
CCOc1ccc(CN2CCN(C(=O)c3ccccc3)CC2)cc1	-8%	0%	-12%	-49%[inhibitor]	6%	?	3%	-7%
CC(=O)C1=C(C)NC(SCC(N)=O)=C(C#N)C1c1sccc1C (stereo unspecified)	?	-44%	-1%	-18%	-1%	?	-10%	-14%
CCOc1cc(/C=C2\NC(=S)N(c3c(C)n(C)n(-c4ccccc4)c3=O)C2=O)ccc1O	-2%	15%[10 µM]	-8%	3%	-2%	-4%	0%	-18%
O=C(CSc1nc(-c2ccco2)cc(C(F)(F)F)n1)NCCc1ccccc1	-5%	24%	-25%	-2%	0%	?	-10%	-9%
Cc1cc(C)n2nc(SC(C)C(=O)NCc3ccco3)nc2n1 (stereo unspecified)	?	-12%	20%	-4%	-4%	-4%	-2%	-10%
Cc1[nH]nc(-c2ccc(OCc3cnn(-c4ccccc4)c3)cc2O)c1Oc1ccc(Cl)cc1	-3%	-21%[10 µM]	?	-41%[inhibitor]	?	-16%	?	5%
O=C(CSc1nnc(-c2cccs2)n1Cc1ccco1)Nc1ccc2c(c1)OCO2	?	-17%	5%	-20%	5%	7%	-21%	-10%

Profiles, looked up by structure:
O=S(=O)(NCC1CCCO1)c1ccc2oc3ccc(S(=O)(=O)NCC4CCCO4)cc3c2c1 (stereo unspecified) is listed as ALDH1A1 block = -1%; HTT ATP protect = -1%; HTT aggregate = -8%; SMN2 splice up = 10%; Tau FP inhib = 5%; KDM4E inh = 11%; Tau fluor counter = -6%; Tau ThT inhib = 5%
COc1ccc(NC(=O)COC(=O)C2CC3C=CC2C3)cc1 (stereo unspecified) is listed as ALDH1A1 block = -10%; HTT ATP protect = -2%; HTT aggregate = 22%; SMN2 splice up = -1%; Tau FP inhib = 8%; KDM4E inh = 5%; Tau fluor counter = -5%; Tau ThT inhib = 0%
O=C(C1CCC(C(=O)N2CCc3ccccc32)CC1)N1CCc2ccccc21 (stereo unspecified) is listed as ALDH1A1 block = 4%; HTT ATP protect = 1%[10 µM]; HTT aggregate = -6%; SMN2 splice up = -10%; Tau FP inhib = 3%; KDM4E inh = 5%; Tau fluor counter = 4%; Tau ThT inhib = 2%
